Screens deposited in PubChem BioAssay by several laboratories.
ABCB6 inh MLPCN: human ABCB6 transporter inhibition; K562-ABCB6 porphyrin accumulation, flow cytometry, 1 h; hits give low values; fluorescence ratio to DMSO, % at 10 µM; hit rate 0.19% among 360,000; AID 602162;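 active = fluorescence ratio to DMSO below 75%, the collection mean minus 3 SD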;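 also: signal is porphyrin accumulated inside mitochondria; 100% equals median channel fluorescence of DMSO control wells; lower ratio means ABCB6 inhibition with less porphyrin fluorescence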
Target sequence (Q9NP58 whole entry, looked up): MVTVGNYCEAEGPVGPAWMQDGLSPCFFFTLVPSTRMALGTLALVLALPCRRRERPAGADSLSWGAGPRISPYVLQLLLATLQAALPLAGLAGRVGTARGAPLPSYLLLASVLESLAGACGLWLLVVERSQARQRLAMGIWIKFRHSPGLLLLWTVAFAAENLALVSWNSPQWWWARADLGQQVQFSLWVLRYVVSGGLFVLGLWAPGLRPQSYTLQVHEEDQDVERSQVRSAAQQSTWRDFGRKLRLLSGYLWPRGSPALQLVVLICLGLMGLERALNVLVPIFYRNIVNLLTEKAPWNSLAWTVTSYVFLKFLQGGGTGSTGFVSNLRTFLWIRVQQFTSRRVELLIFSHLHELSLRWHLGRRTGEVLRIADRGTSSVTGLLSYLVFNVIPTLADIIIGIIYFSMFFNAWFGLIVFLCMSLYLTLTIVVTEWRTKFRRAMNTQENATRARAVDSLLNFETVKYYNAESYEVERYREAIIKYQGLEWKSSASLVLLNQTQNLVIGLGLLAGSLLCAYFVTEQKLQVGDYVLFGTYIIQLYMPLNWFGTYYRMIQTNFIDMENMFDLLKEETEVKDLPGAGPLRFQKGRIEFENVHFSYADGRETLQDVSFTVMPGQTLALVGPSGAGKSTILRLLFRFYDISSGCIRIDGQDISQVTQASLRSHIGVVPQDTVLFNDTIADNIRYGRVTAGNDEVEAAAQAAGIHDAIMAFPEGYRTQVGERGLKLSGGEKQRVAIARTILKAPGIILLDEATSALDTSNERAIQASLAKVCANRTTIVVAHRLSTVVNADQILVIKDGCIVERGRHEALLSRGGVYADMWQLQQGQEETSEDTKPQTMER
Exocytosis inh: blocks lytic granule exocytosis. TALL-104 LAMP-1 surface exposure, flow cytometry; cells stimulated with thapsigargin and PMA. inhibition, % at 10 µM. hit rate 0.66% among 360,000. AID 651702;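 active = inhibition above about 55%, limit read from the data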
MC4R ag barr: human MC4R agonism via beta-arrestin; P32245; U2OS MC4R beta-arrestin complementation, luminescence; percent of melanotan II response, DMSO zero; activation, % at 8.9 µM; hit rate 0.98% among 360,000; AID 540308;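 active = activation above a per-plate cutoff, the mean activation of sample wells on that plate plus 3 SD, cut at about 8% in these data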
aDG glyco act: increases alpha dystroglycan glycosylation; Pro5-aDG cells, alpha-DG glycosylation AlphaScreen (IIH6); 0% Pro5, 100% B10-LARGE cell signal; activation, % at 10 µM; hit rate 0.22% among 360,000;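 active = activation of at least 8% versus controls, or a plate z-score of at least 8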;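 also: Pro5 are CHO cells carrying HIG-tagged alpha-DG that lacks glycosylation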
Glyco luc inh: blocks N-linked glycosylation in D54 reporter cells. D54 ERlucT glycosylation luciferase reporter, 24 h; percent of 100 nM tunicamycin response. reporter increase, % at 12.5 µM. hit rate 0.23% among 360,000. AID 588692;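 active = mean luciferase reporter signal, scaled so untreated is 0 and the glycosylation-blocking control 100, at or above a set limit in every replicate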;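 also: luciferase carries N-glycosylation sites so blocking glycosylation raises the light; 0% = median of neutral control wells and 100% = median of 100 nM tunicamycin wells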
Vif imaging: inhibitors of HIV Vif | inhibition, % at 7.49 µM | hit rate 0.35% among 340,000 | HEK293T cells, Vif self-association by quenched fluorescence, imaging, 24 h | AID 602346; in the data active = inhibition above about 50%, passing the limit was not always enough; also: some results filed as inactive read as strong as hits
NOD2 RIPK2 PPI: NOD2-RIPK2 protein interaction inhibition | O43353 | CHO BLA complementation NOD2-RIPK2, CCF4 ratio | inhibition, % at 4.98 µM | hit rate 0.38% among 360,000 | AID 624267; in the data active = inhibition above about 21%;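 also: 0% = vehicle only and 100% = reference blocker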
MC4R antagonist: blocks human MC4R cAMP signaling; hit rate 0.48% among 360,000; inhibition, % at 6.5 µM; AID 540295; MC4R-expressing cells, MTII-stimulated cAMP, LANCE TR-FRET; P32245;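 active = inhibition above its plate's cutoff, the mean of tested wells on that plate plus 3 SD, cut at about 29% in these data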;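 also: 0% = Melanotan II alone and 100% = Melanotan II plus saturating MCL0020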
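Assay system: human MC4R-expressing U2OS cells; reagent: Melanotan II stimulation of cells; dosing: 6.5 µM single dose; timing: compound 30 min, challenge 1 h, detection 1 h; signal: TR-FRET cAMP assay; replicates: one well per compound, no replicates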
TLR9-MyD88 inh: blocks human TLR9 binding to MyD88. CHO BLA complementation TLR9-MyD88, CCF4 FRET ratio. inhibition, % at 4.98 µM. hit rate 0.21% among 340,000;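 active = inhibition above the mean over all tested compounds plus 3 SD, cut at about 21% in these data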;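 also: 0% = DMSO only wells and 100% = clavulanate BLA inhibitor control wells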
ABHD5-PLIN5 inh: blocks binding of human ABHD5 to perilipin-5; Q00G26+Q8WTS1; Split G. princeps luciferase complementation, luminescence, 4 h; inhibition, % at 4 µM; hit rate 0.78% among 360,000;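 active = inhibition above the mean inhibition across every tested compound plus 3 SD, cut at about 22% in these data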;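 also: 0% = DMSO only wells and the 100% control is not disclosed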
Active calls of the source: *; nt = no result given; & = joins results of further samples.

Below each compound – Vif imaging	Glyco luc inh	ABHD5-PLIN5 inh	Exocytosis inh	TLR9-MyD88 inh	ABCB6 inh MLPCN	MC4R antagonist	aDG glyco act	MC4R ag barr	NOD2 RIPK2 PPI
- O=c1[nH]cc(COCC(F)(F)C(F)(F)C(F)(F)F)c(=O)[nH]1
  32	1	-5	-2	-4	106	6	0.7	1.2	-9
- CCOC(=O)c1ccc(N=C(CC)c2c(O)n(C)c(=O)n(C)c2=O)cc1
  0	-1	6	16	-46	98	11	-0.3	-0.9	-3
- O=C(Cc1ccccc1)N1CCN(Cc2ccccc2Cl)CC1
  1	-3	3	-2	-7	93	0	0.1	-0.1	0
- COc1cc(C)c(CNCCc2c[nH]c3ccccc23)cc1C
  -6	-5	-10	14	-14	94	-1	0.3	3.5	-4
- ClC1C(Cl)C(Cl)C(Cl)C(Cl)C1Cl (configuration not stated)
  -11&2	2&-1	-1&-5	0&4	-1&-1	86&83	7&1	-0.2&0.0	2.7&1.1	-14&3
- CN1CCN(c2ccc([N+](=O)[O-])c(N3CCCCC3)c2)CC1
  -4	0	1	0	-11	101	4	-0.4	0.9	2
- C/C(O)=C(\C#N)C(=O)Nc1cc(Br)ccc1Br
  8	0	0	7	-6	90	3	0.2	-1.0	-1
- CCCCC1C(=O)NC(=S)N(C)C1=O (configuration not stated)
  0	0	-6	5	3	88	5	0.0	-2.6	-10
- FC(F)(F)c1ccc2c(c1)NP(=S)(N1CCOCC1)c1nccn1-2 (configuration not stated)
  -7	1	4	-2	-8	97	6	0.2	-1.8	-2
- O=c1[nH]c(=O)n(C2CCCCC2)c(O)c1/C=C/C=Nc1ccccc1
  10	5	-8	-2	2	108	-7	0.0	6.1	-4
- CCOC(=O)[C@]12Cc3cc(C)ccc3[C@H]1N(C1CCCCC1)C(=O)c1ccccc12
  nt	nt	48*	60*	nt	95	nt	-0.3	nt	56*
- Cc1ccc(CC2C(=O)N(C)C(=O)N(C)C2=O)s1
  5	2	-8	0	-3	107	11	-0.1	-0.8	-4
- CCCCn1nnnc1C(CCc1ccccc1)N1CCC(n2c(=O)[nH]c3ccccc32)CC1 (configuration not stated)
  nt	-9	1	0	nt	95	nt	-0.3	nt	-6
- CCOC(=O)N(c1ccccc1)P1(=S)OCC(C)O1 (configuration not stated)
  15	4	-6	-4	-8	101	-1	0.0	0.0	9
- O=c1[nH]c2ccccc2n1C1CCN(C(c2nnnn2Cc2ccccc2)C2CC2)CC1 (configuration not stated)
  0	-3	7	0	nt	89	nt	-0.3	nt	-6
- CSCCC(c1nnnn1C1CCCCC1)N1CCC2(CC1)C(=O)NCN2c1ccccc1 (configuration not stated)
  14	-2	-6	0	nt	93	nt	0.1	nt	-4
- Oc1ccc(/C=N/NP(=S)(c2ccccc2)c2ccccc2)c(O)c1O
  12	0	-11	-1	-5	102	1	0.0	1.6	-2
- CSc1ncc(Cl)c(C(=O)O)n1
  -2	1	1	0	0	99	6	0.0	0.3	2
- NNCc1ccccc1
  -7&9	2&1	1&3	0&-2	-10	93&97	10&3	-0.1&0.1	0.1&1.0	-6&-2
- Cc1cccc(N2C(=O)NC(=O)/C(=C\c3cnc(-c4ccccc4)nc3)C2=O)c1
  -3	4	14	1	7	98	9	-0.3	0.3	-3
- NC1=Nc2ccccc2Oc2ccccc21
  14	-2	0	0	-9	111	-10	-0.1	-0.3	-12
- CN(C)[C@@H]1C(=O)C(C(N)=O)=C(O)[C@@]2(O)C(=O)C3=C(O)c4c(O)ccc(Cl)c4[C@@](C)(O)C3C[C@@H]12 (some centres not stated)
  -2	nt	-3	1	17	101	2	-0.4	-1.1	-1
- COc1ccc(N2C(=O)CC(N3CCC(n4c(=O)[nH]c5ccccc54)CC3)C2=O)cc1 (configuration not stated)
  1	0	2	-2	3	101	4	-0.4	-1.6	-3
- CCc1ccc(C(=O)C23CN4CN(CN(C4)C2)C3)cc1
  -2	4	0	-1	-2	98	-7	0.0	-0.8	-12
- OC1(c2ccccc2)CCNC2CCCCC21 (configuration not stated)
  9	4	8	9	-13	104	1	0.0	-0.8	-2
- CCCCn1c(O)c(C(C)=NCCc2c[nH]c3ccccc23)c(=O)[nH]c1=O
  -9	4	1	5	6	99	9	0.1	4.6	5
- Nc1c(Cl)cc([N+](=O)[O-])cc1Cl
  13	2	4	-8	1	98	12	0.4	0.1	-1
- CCCCOC1OCN(C2CCCCC2)CC1(C)C (configuration not stated)
  1	-1	-2	-4	0	96	6	0.1	0.4	-5
- CN(C)CC1CSCCC1(O)c1ccccc1Cl (configuration not stated)
  38	-1	-5	-2	-5	101	-1	-0.1	-2.4	-6
- COC(=O)C1=C(c2cccc(OC)c2OC)C[C@@H]2CC[C@H]1N2C(=O)N1CCCCC1
  -2	2	5	-7	-3	99	13	0.0	0.4	-1

Below each compound – Vif imaging	Glyco luc inh	ABHD5-PLIN5 inh	Exocytosis inh	TLR9-MyD88 inh	ABCB6 inh MLPCN	MC4R antagonist	aDG glyco act	MC4R ag barr	NOD2 RIPK2 PPI
- COC(=O)C1=C(c2cccc3c2S(=O)(=O)c2ccccc2-3)C[C@@H]2CC[C@H]1N2C(=O)N1CCOCC1
  -3	1	-6	-1	-7	98	13	0.1	-4.1	-6
- CC1CC2C(C(O)CC3(C)C(O)CCC23)C2(C)CCC(=O)C=C12 (configuration not stated)
  0	3	-5	4	12	96	-2	0.0	-1.1	-7
- CCc1ccc(OCC(=O)N2CCN(CC(=O)Nc3ccccc3Cl)CC2)cc1
  -4	2	-8	12	3	91	1	0.4	0.2	1
- CC12CC(O)C3C(CCC4=CC(=O)CCC43C)C1CCC2=O (configuration not stated)
  0	7	3	7	-3	95	-1	0.1	-1.6	-3
- Cn1c(O)c(C=NC2CCN(Cc3ccccc3)CC2)c(=O)n(C)c1=O
  -3	1	1	1	-6	92	13	0.1	-1.1	7
- O=C1NC(=O)C(=Cc2cccc(OCCOc3ccccc3)c2)C(=O)N1
  nt	-2	1	1	-7	99	-2	0.0	-3.5	-10
- CCC1CN1P1(=O)OCC(C)([N+](=O)[O-])CO1 (configuration not stated)
  -12	1	4	-4	-5	103	-5	0.0	-1.1	-5
- COc1cccc(CC(=O)N2CCN(Cc3cccc(Cl)c3)CC2)c1
  7	-6	1	18	-5	100	5	0.0	0.0	0
- C[C@H]1CCCC(=O)CCCCCc2cc(O)cc(O)c2C(=O)O1
  12	1	3	-2	-7	93	2	0.1	-1.0	-7
- COc1cc(/C=C2\C(=O)NC(=O)N(CCc3ccc(F)cc3)C2=O)ccc1O
  -4	3	-18	29	-4	102	5	0.1	-1.6	1
- NC(Cc1ccccc1)c1nc2ccccc2[nH]1 (configuration not stated)
  -9	3	2	-5	-8	99	5	-0.1	-2.4	-5
- CC(/C=C(\C)Nc1ccccc1)=Nc1ccccc1
  5	1	4	-4	4	102	9	-0.3	1.4	-4
- O=C(Cc1ccccc1)N1CCN(C2CCCCCC2)CC1
  6	0	-3	-1	-7	102	3	0.0	-1.8	-5
- CC12CCC(=O)C=C1CCC1C2CCC2(C)C1CCC2(O)CC#N (configuration not stated)
  5	0	-3	-2	-5	105	8	-0.1	1.3	8
- CN1[C@H]2CC[C@@H]1C(C(=O)N1CCOCC1)=C(O)C2
  -3	-2	6	12	-5	97	-1	0.0	-0.9	5
- CCC(C(=O)Nc1ccc(Cl)cc1)N1CCCC1=O (configuration not stated)
  -5	0	1	13	nt	97	4	-0.2	-1.2	-2
- O=C(c1ccco1)C12CN3CN(CN(C3)C1)C2
  -7	2	-4	1	-2	100	-1	-0.3	1.2	-4
- CC(C)CN(C(=O)CN1CC=C(c2ccccc2)CC1)c1c(N)n(CC(C)C)c(=O)[nH]c1=O
  -3	2	-1	-2	1	104	1	0.0	-0.3	6
- Cc1cc(N)n(C2CCN(C)CC2)n1
  4	1	3	1	-6	83	1	0.0	-0.9	2
- CC1(C)C(C(=O)N2CCN(C(=O)c3ccccc3)CC2)C1(C)C
  6	-1	-9	-11	9	96	-1	0.0	-1.4	-2
- CCC(C)n1c(O)c(C=NC(C)c2ccccc2)c(=O)[nH]c1=S (configuration not stated)
  20	3	4	-1	-1	100	-6	0.0	-1.9	-2
- COc1ccc(NC2=NC(C)(C)CS2)cc1
  2	0	1	-2	-1	95	5	0.4	0.4	-11
- CC1(C)CN=C(Nc2ccccc2C(F)(F)F)S1
  5	0	-5	-3	-14	95	6	0.0	-0.6	-4
- CC12CCC(=O)C=C1CC(N1CC1)C1C2CCC2(C)C(O)CCC12 (configuration not stated)
  4	-2	-3	-3	-1	87	7	-0.1	-0.7	7
- O=P1(c2ccccc2)CC=CC1
  nt	2	6	3	nt	101	nt	0.3	nt	-18
- COc1cc(OC)c(OC)cc1CN1CCN(C(=O)COc2ccc3ccccc3c2)CC1
  3	-2	-6	15	-9	98	-6	0.3	-0.4	-2
- O=C(O)Cn1cc(C(=O)c2ccccc2)c2ccccc21
  -2	1	1	-5	-7	104	1	0.4	-0.6	-8
- COc1ccc(OCC#CCN2CCCCCC2)cc1
  5	-1	1	-2	-3	99	3	0.1	-0.1	-2
- Cc1cc(C=C2C(=O)NC(=O)NC2=O)c(C)n1-c1ccc2c(c1)OCO2
  6	-1	-14	-5	-7	102	-5	0.0	1.3	-18
- CCn1c(O)c(C(c2ccccn2)c2c(O)n(CC)c(=S)[nH]c2=O)c(=O)[nH]c1=S
  nt	4	-7	-2	3	103	9	-0.1	-1.0	-2
- COc1ccccc1N1CCN(Cc2c(F)cccc2F)CC1
  -5	1	-4	0	5	95	4	0.0	-0.2	-13
- O=C(O)Cn1cc(/C=C2\C(=O)NC(=O)N(c3ccc(Br)cc3)C2=O)c2ccccc21
  -10	2	22	11	-1	100	11	-0.1	-1.4	4
- Cc1nn(Cc2ccccc2)c(Cl)c1C(=O)OCC(=O)N1CCCC1
  3	2	-3	2	0	101	-9	0.2	-1.8	-10

A draw from above in order of count of non-hydrogen atoms, largest number first:
Below each compound – Vif imaging	Glyco luc inh	ABHD5-PLIN5 inh	Exocytosis inh	TLR9-MyD88 inh	ABCB6 inh MLPCN	MC4R antagonist	aDG glyco act	MC4R ag barr	NOD2 RIPK2 PPI
- Cc1nn(Cc2ccccc2)c(Cl)c1C(=O)OCC(=O)N1CCCC1
  3	2	-3	2	0	101	-9	0.2	-1.8	-10
- CC12CC(O)C3C(CCC4=CC(=O)CCC43C)C1CCC2=O (configuration not stated)
  0	7	3	7	-3	95	-1	0.1	-1.6	-3
- CCC1CN1P1(=O)OCC(C)([N+](=O)[O-])CO1 (configuration not stated)
  -12	1	4	-4	-5	103	-5	0.0	-1.1	-5

Reformatted with bars between the fields: part of the list above.
structure | Vif imaging | Glyco luc inh | ABHD5-PLIN5 inh | Exocytosis inh | TLR9-MyD88 inh | ABCB6 inh MLPCN | MC4R antagonist | aDG glyco act | MC4R ag barr | NOD2 RIPK2 PPI
CCC(C)n1c(O)c(C=NC(C)c2ccccc2)c(=O)[nH]c1=S (configuration not stated) | 20 | 3 | 4 | -1 | -1 | 100 | -6 | 0.0 | -1.9 | -2
CN(C)CC1CSCCC1(O)c1ccccc1Cl (configuration not stated) | 38 | -1 | -5 | -2 | -5 | 101 | -1 | -0.1 | -2.4 | -6
CCCCn1nnnc1C(CCc1ccccc1)N1CCC(n2c(=O)[nH]c3ccccc32)CC1 (configuration not stated) | nt | -9 | 1 | 0 | nt | 95 | nt | -0.3 | nt | -6

These rows are one share of the data (hit frequency here may not be typical).
